Source: PubChem BioAssay
CF NFkB inh – cystic fibrosis NF-kB activation inhibition. KKLEB NF-kB-GFP reporter, PAF-induced, GFP fluorescence overnight. inhibition, % at 5 µM. 0.86% of 360,000 active;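 active = at least 50% inhibition at 5 µM, scaled per plate between neutral and stimulator controls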;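 also: PAF is a Pseudomonas aeruginosa culture filtrate used as stimulus; plate controls were PAF-stimulated DMSO wells for no effect and unstimulated DMSO wells for full effect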
C8 TRAIL sens – sensitizes caspase-8 expressing cells to TRAIL. NB7+C8 cells + TRAIL, ATPlite viability luminescence. AID 624354. inhibition (viability loss, TRAIL sensitization), % at 10 µM. 1% of 360,000 active;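 active = compounds causing at least 50% loss of cell viability in the single-dose screen, relative to plate controls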
Shn3 3UTR inh – Schnurri-3 reporter inhibition in Clone20 osteoblasts | inhibition, % at 12.5 µM | 0.52% of 360,000 active | Clone20 osteoblast Shn3 3'UTR firefly luciferase, 24 h;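 active = mean inhibition of at least 75% with every replicate also reaching 75%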;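 also: 0% = median of neutral control wells and 100% = pilot-screen positive control compound; some compounds past the cut are filed as inactive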
NR2E3 ag-1 – human photoreceptor-specific nuclear receptor agonism; Q9Y5X4; CHO-S Gal4-NCOR/VP16-NR2E3 two-hybrid, luciferase; inhibition of corepressor binding, % at 3.98 µM; 0.35% of 360,000 active; AID 602229;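 active = inhibition above the mean of all tested compounds plus 3 SD, cut at about 70% in these data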;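 also: 0% = DMSO with NR2E3 transfected cells and 100% = cells lacking NR2E3 construct; higher means lower luciferase signal from less NR2E3 corepressor binding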
Target sequence (Q9Y5X4 whole entry, looked up, the tested form may be a part): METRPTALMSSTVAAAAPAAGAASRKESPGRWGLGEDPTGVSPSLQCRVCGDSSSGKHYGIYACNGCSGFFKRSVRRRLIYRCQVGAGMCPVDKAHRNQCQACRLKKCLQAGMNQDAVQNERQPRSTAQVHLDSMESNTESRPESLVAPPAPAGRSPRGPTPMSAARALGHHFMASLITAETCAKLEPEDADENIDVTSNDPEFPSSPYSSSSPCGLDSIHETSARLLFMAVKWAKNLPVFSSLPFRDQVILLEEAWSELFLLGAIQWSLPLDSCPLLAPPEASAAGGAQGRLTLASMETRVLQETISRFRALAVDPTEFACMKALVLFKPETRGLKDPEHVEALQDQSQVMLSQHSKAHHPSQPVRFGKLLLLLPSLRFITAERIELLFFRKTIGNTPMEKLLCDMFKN
EBV LMP1 NFkB – Epstein-Barr LMP1 NF-kappaB reporter inhibition; LMP1-induced NF-kappaB luciferase reporter cells, luminescence; inhibition, % at 12.5 µM; 0.69% of 350,000 active; in the data active = inhibition above about 41%;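 also: 0% = neutral control wells and 100% = reference inhibitor control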
iPSC survival up – enhancers of human iPSC single-cell survival | hiPSC single-cell survival, ATPlite luminescence; 100% = ROCK inhibitor wells, 0% = DMSO | survival enhancement, % at 20 µM | 0.044% of 360,000 active | AID 602274; in the data active = survival enhancement above about 18%;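 also: cells exposed to compounds for 16 hours before the ATP read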
Peg3 prom inh – inhibitors of Peg3 promoter | inhibition, % at 20 µM | HeLa PEG-Prom luciferase reporter, luminescence, overnight | 1.7% of 360,000 active;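 active = inhibition of at least 50% at 20 µM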
MITF TRPM1 inh – inhibitors of MITF-driven TRPM1 promoter in melanoma cells; SK-MEL-5 TRPM1 promoter luciferase, 24 h; inhibition, % at 12.5 µM; 0.83% of 330,000 active;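 active = mean inhibition across replicates of 60% or more, whatever share of single replicates reaches that level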; also: values of inactives mirror those of a sister screen read the other way
HIF-2a inh – HIF-2a inhibition; 0.72% of 360,000 active; AID 624352; inhibition, % at 18.8 µM; 786-0 RCC cells HIF-2a reporter, luciferase luminescence, overnight;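 active = inhibition of the luminescence signal of 40% or more relative to plate controls, in a single-dose primary screen at 18.75 µM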
NR2E3 ag-2 – NR2E3 (human) agonism; 0.12% of 320,000 active; GST-NR2E3/biotin-RetCOR TR-FRET, 1536-well; Q9Y5X4; AID 2300; inhibition of corepressor binding, % at 4.78 µM;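 active = percent inhibition above the cutoff of mean plus 3 SD of all tested compounds, set per screening campaign, cut at about 20% in these data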;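 also: 0% = DMSO wells and 100% = biotin wells as full block of FRET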
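Material: NR2E3–RetCOR corepressor complex / Incubation: Compound–protein incubation for 5 h at 4 °C / Dosing: compound at 4.8 µM, single dose / Detection: time-resolved FRET / Benchmarks: high control biotin, low control 0.6% DMSO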
KKLEB cytotox – CF airway cell cytotoxicity counter-screen; KKLEB CF airway cells viability, ATPlite luminescence, overnight; active compounds read low; cells stimulated with P. aeruginosa culture filtrate; activity change (cytotoxicity), % at 5 µM; 0.36% of 360,000 active; AID 602141;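 active = corrected activity change at or below -50% at 5 µM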
Active calls of the source: *; . = no result given. These rows are one share of the data. The share of hits here may be higher or lower than overall.

Compound	CF NFkB inh	C8 TRAIL sens	Shn3 3UTR inh	NR2E3 ag-1	EBV LMP1 NFkB	iPSC survival up	Peg3 prom inh	MITF TRPM1 inh	HIF-2a inh	NR2E3 ag-2	KKLEB cytotox
O=C(NC1CCN(Cc2ccccc2Cl)CC1)c1ccccc1	-6.6	-11.9	28.7	-11.7	2.2	-0.2	16.2	2.8	19.3	-1.6	13.1
O=C1N=C(N2CCN(c3ccccc3)CC2)SC1Cc1ccccc1 (configuration not stated)	19.9	11.2	-8.4	3.2	4.4	-1.2	-9.8	-1.5	-38.8	-0.3	-18.7
COc1ccc(C)cc1S(=O)(=O)N1CCN(c2ccccc2)CC1	8.8	-4.3	-2.9	7.8	9.9	-0.3	11.6	13.2	16.0	5.7	4.2
COc1cccc(NC(=O)/C=C/c2ccccc2[N+](=O)[O-])c1	-1.5	13.7	-90.3	-79.5	-28.3	-1.6	-259.3	-52.1	-235.7	-4.5	-8.0
Cc1cccc2c1CCCC2=O	-18.2	-7.2	0.1	12.5	-5.0	-0.1	-0.7	2.3	-0.1	.	-3.0
CCOc1ccc(C(C)C)cc1S(=O)(=O)n1ccnc1C	-6.3	1.4	-13.5	-7.3	-10.5	0.7	-1.8	3.4	17.8	-1.7	9.6
CC(C)(C)c1ccc(C(=O)Nc2ccc(C(=O)N3CCOCC3)cc2)cc1	-6.6	9.4	-16.4	-15.2	-5.5	-0.6	3.3	-10.1	-8.5	3.8	4.2
COc1ccccc1C(=O)NCC(=O)NNC(=O)c1cccs1	-47.9	9.5	-5.3	21.5	-0.5	-0.1	1.7	6.7	2.2	.	-20.8
Cc1ccc2nsnc2c1S(=O)(=O)NC1CC1	6.3	-15.0	-21.4	-15.2	-3.2	-0.7	0.6	-5.8	0.2	-1.0	13.9
CC(C)(C)CC(C)(C)SSc1n[nH]c(=S)s1	1.7	1.2	-6.6	-3.8	-0.8	-2.5	3.9	-2.5	6.5	.	0.1
Cc1cccc(NC(=O)CN(C)C(=O)/C=C/c2ccccc2)c1C	12.9	-17.0	16.1	19.8	-1.8	1.6	-36.8	1.2	-15.3	.	-6.3
COC(=O)C1=C(C)N(Cc2ccccc2)C(=O)N[C@H]1c1cccc(F)c1	11.2	-7.9	-6.0	5.7	-1.9	-2.7	12.4	5.3	9.6	0.6	-2.6
NC(=O)C1(N2CCCCC2)CCN(C(=S)Nc2ccc(Cl)cc2)CC1	14.5	3.4	22.1	-9.1	7.9	0.6	0.4	7.8	-11.6	.	-8.7
Cc1ccc(CC(=O)NCCc2ccc(S(N)(=O)=O)cc2)cc1	21.9	-20.8	-9.8	3.6	6.5	0.0	2.7	-8.2	10.5	0.6	-1.1
CC1(C)CC(=O)C2=C(C1)NC(SCC(=O)Nc1ccccc1)=C(C#N)C21CCCCC1	15.8	-1.3	1.5	-12.3	12.5	3.2	23.2	-8.4	14.6	0.0	-10.0
O=C(/C=C/Nc1ccc([N+](=O)[O-])cc1Br)c1cccc2ccccc12	-23.9	21.5	-70.0	-51.9	-65.7	-1.8	-233.1	-109.5	-242.3	-1.9	-0.7
O=S(=O)(NCCC1=CCCCC1)c1cccc2nsnc12	3.4	5.9	15.9	-21.1	3.1	-1.4	9.7	-5.2	7.3	.	1.2
Cc1ccc(-c2csc3nc(C)n(-n4cccc4)c(=O)c23)o1	8.6	2.2	-2.1	-16.3	-10.6	4.1	-13.1	-9.7	8.1	-1.6	-11.1
CCc1ccc(-c2cc(C(=O)O)c3ccccc3n2)s1	6.6	68.3*	-74.6	-62.6	-4.3	-1.0	-161.9	-11.7	-205.7	.	-2.2
Cc1ccc2[nH]c(=O)c(-c3noc(C(C)C)n3)cc2c1	-1.9	-1.7	1.3	-19.4	-5.9	0.0	-9.1	2.9	-15.0	2.3	5.7

Ordered by value in CF NFkB inh (highest first): 6 of the compounds above
SMILES | CF NFkB inh | Shn3 3UTR inh | NR2E3 ag-1 | EBV LMP1 NFkB | Peg3 prom inh | MITF TRPM1 inh | HIF-2a inh | NR2E3 ag-2
Cc1cccc(NC(=O)CN(C)C(=O)/C=C/c2ccccc2)c1C | 12.9 | 16.1 | 19.8 | -1.8 | -36.8 | 1.2 | -15.3 | .
COC(=O)C1=C(C)N(Cc2ccccc2)C(=O)N[C@H]1c1cccc(F)c1 | 11.2 | -6.0 | 5.7 | -1.9 | 12.4 | 5.3 | 9.6 | 0.6
COc1ccc(C)cc1S(=O)(=O)N1CCN(c2ccccc2)CC1 | 8.8 | -2.9 | 7.8 | 9.9 | 11.6 | 13.2 | 16.0 | 5.7
O=S(=O)(NCCC1=CCCCC1)c1cccc2nsnc12 | 3.4 | 15.9 | -21.1 | 3.1 | 9.7 | -5.2 | 7.3 | .
COc1cccc(NC(=O)/C=C/c2ccccc2[N+](=O)[O-])c1 | -1.5 | -90.3 | -79.5 | -28.3 | -259.3 | -52.1 | -235.7 | -4.5
CC(C)(C)c1ccc(C(=O)Nc2ccc(C(=O)N3CCOCC3)cc2)cc1 | -6.6 | -16.4 | -15.2 | -5.5 | 3.3 | -10.1 | -8.5 | 3.8

Following part.
Compound	CF NFkB inh	C8 TRAIL sens	Shn3 3UTR inh	NR2E3 ag-1	EBV LMP1 NFkB	iPSC survival up	Peg3 prom inh	MITF TRPM1 inh	HIF-2a inh	NR2E3 ag-2	KKLEB cytotox
O=C(O)c1ccc(S(=O)(=O)NCc2ccc3c(c2)OCO3)cc1	10.0	-1.6	11.9	6.0	.	-0.4	1.6	-22.7	18.6	2.5	4.5
O=C(NCc1ccc(Cl)s1)c1cc(COc2c(F)cccc2F)on1	-5.2	-6.0	4.9	-23.8	0.8	-0.5	-6.5	-10.1	-34.5	-0.2	-5.4
Cc1c(Oc2ccc(C(F)(F)F)cc2[N+](=O)[O-])ccc2c3c(c(=O)oc12)CCC3	28.2	4.0	2.6	9.2	-10.6	0.4	3.0	-17.2	-11.0	-2.7	-2.7
CSc1nc(NC(C)=O)nc(C)c1Cl	-2.1	-7.3	4.7	-16.7	-4.8	5.4	5.1	-5.6	9.8	.	-4.7
CCN(CC)S(=O)(=O)c1ccc2[nH]cc(C(=O)NCCC3=CCCCC3)c(=O)c2c1	-3.5	11.1	52.9	20.3	-0.4	2.3	46.9	28.3	18.4	-0.2	-4.8
CC(C)C(NC(=O)c1ccccc1F)C(=O)NCC(c1ccco1)N1CCCCC1 (configuration not stated)	-8.5	3.8	32.5	-9.8	2.2	0.0	-14.2	0.0	6.7	.	9.0
CC1(C)CC(=O)C2=C(C1)N(c1ccccc1)C(=O)C(C(=O)OCc1ccccc1)C2 (configuration not stated)	4.4	4.2	5.7	-13.4	6.0	0.4	-2.7	8.6	-1.9	.	-8.8
COC(=O)CC1C(=O)NCCN1C(=O)CSc1nc2ccc([N+](=O)[O-])cc2s1 (configuration not stated)	-15.6	1.0	11.0	-10.7	-2.8	0.2	0.4	6.5	-2.9	3.1	3.2
Cc1nc2cc(NC(=O)N3CCN(c4ccccn4)CC3)ccc2o1	-13.7	-14.9	10.2	-6.9	5.1	1.9	-8.4	5.0	2.1	0.8	-2.1
O=C(Nc1cccc2ccccc12)c1csc([C@@H]2O[C@H](CO)[C@H](O)[C@H](O)[C@H]2O)n1	-28.9	-7.5	-14.9	9.8	.	-4.2	3.8	.	6.7	.	-0.4
COc1ccc(C(C(=O)NC2CCCC2)N(Cc2ccc(F)cc2)C(=O)c2ccn[nH]2)cc1OC (configuration not stated)	-0.6	-11.1	5.8	-19.8	-1.9	0.9	-3.2	13.5	11.2	3.3	-4.4
Cc1nnc(SCC(=O)Nc2cc(C(F)(F)F)ccc2N2CCOCC2)o1	5.3	-0.5	1.5	-21.0	-6.3	3.2	11.9	-4.9	15.7	1.6	-4.6
CCN(CC)C(=O)C1CCCN(C/C(C)=C/c2ccccc2)C1 (configuration not stated)	8.4	-3.6	-7.0	25.0	2.4	-0.7	10.8	2.0	-0.5	1.6	4.9
FC(F)(F)c1nnc(N2CCN(c3ccc(Cl)cc3)CC2)s1	17.6	6.1	-16.4	17.5	1.0	-0.1	-26.8	-12.2	-4.9	-0.7	-4.0
CN(CC(=O)Nc1ccccc1Br)c1ncnc2sccc12	17.3	7.1	39.2	7.7	5.3	-1.3	20.8	0.9	11.2	2.2	-19.1
CCN(c1ccc(NC(=O)COC(=O)CCc2nc3ccccc3n2-c2ccccc2)cc1)C(C)C	7.2	-3.6	-7.3	-27.9	-25.3	-0.8	-7.6	5.7	3.6	-0.8	-16.5
CCOc1cc(C)c(Cl)cc1S(=O)(=O)NCc1ccc2c(c1)OCO2	5.8	-12.9	1.3	-51.1	4.2	-2.8	20.1	-6.7	20.4	3.5	7.3
O=C(NNC(=S)NC1CC2C=CC1C2)c1ccncc1 (configuration not stated)	0.5	-10.1	8.8	-2.6	-10.9	-0.1	1.1	2.3	5.0	-2.0	3.6
Cc1ccc(C2C(C#N)=C(N)SC(N)=C2C#N)c(C)c1	2.0	-14.9	2.4	-2.3	7.7	3.7	3.0	-1.4	4.0	9.8	8.6
CC(C)(C)OC(=O)N1CCCC1C(=O)NC(Cc1ccccc1)C(=O)O (configuration not stated)	-9.4	-1.1	-10.8	6.4	-4.5	-3.8	13.5	3.2	8.8	0.1	-5.4

Some of the entries so far, field by field.
> CCOc1cc(C)c(Cl)cc1S(=O)(=O)NCc1ccc2c(c1)OCO2
  CF NFkB inh = 5.8; C8 TRAIL sens = -12.9; Shn3 3UTR inh = 1.3; NR2E3 ag-1 = -51.1; EBV LMP1 NFkB = 4.2; iPSC survival up = -2.8; Peg3 prom inh = 20.1; MITF TRPM1 inh = -6.7; HIF-2a inh = 20.4; NR2E3 ag-2 = 3.5; KKLEB cytotox = 7.3
> O=C(NCc1ccc(Cl)s1)c1cc(COc2c(F)cccc2F)on1
  CF NFkB inh = -5.2; C8 TRAIL sens = -6.0; Shn3 3UTR inh = 4.9; NR2E3 ag-1 = -23.8; EBV LMP1 NFkB = 0.8; iPSC survival up = -0.5; Peg3 prom inh = -6.5; MITF TRPM1 inh = -10.1; HIF-2a inh = -34.5; NR2E3 ag-2 = -0.2; KKLEB cytotox = -5.4

Additional entries
Compound	CF NFkB inh	C8 TRAIL sens	Shn3 3UTR inh	NR2E3 ag-1	EBV LMP1 NFkB	iPSC survival up	Peg3 prom inh	MITF TRPM1 inh	HIF-2a inh	NR2E3 ag-2	KKLEB cytotox
NNC(=O)c1cc2c(s1)-c1cc(Cl)ccc1SC2	-24.3	30.5	-5.6	-22.2	22.6	-0.7	-39.4	-0.3	-24.9	-0.2	1.5
O=c1c2cn[nH]c2nc(SCc2ccc3c(c2)OCCO3)n1-c1ccccc1	16.7	6.6	32.9	-6.3	7.8	9.1	39.7	2.0	35.2	-4.0	-5.4
CCN(CC(=O)Nc1ccc(OC)cc1)C(=O)CSCc1c(C)noc1C	8.2	0.1	-10.7	-28.4	-4.3	3.0	-1.9	-1.9	1.2	6.1	-23.3
CC(=O)N1CCSc2ccc(S(=O)(=O)N3CCC(C)CC3)cc21	-14.3	8.2	35.9	14.1	0.3	-0.2	1.1	6.1	14.0	-0.8	-7.7
CCOc1ccc(OCCOCCNCCOC)cc1	-19.6	3.5	-7.9	-22.6	0.6	-1.8	7.7	-12.5	6.5	-1.3	7.7
Nc1ccc2nc(NC(=O)C3CCCCC3)sc2c1	10.9	35.9	-55.2	-122.1	-26.2	-1.0	-256.5	-54.1	-271.8	-2.4	2.8
